Screening results (PubChem BioAssay)
S-ASM inh: inhibitors of human secretory acid sphingomyelinase; P17405; placental ASM, HMU-PC fluorogenic substrate, 60 min; Potency, µM (titrated, usually from 57.5 µM), inactives show top-dose activity change, negative = inhibition, hits mostly inhibitors; 0.006% of 340,000 active; AID 504937; further: potency means the concentration at half of the fitted maximal effect
Target sequence (P17405 47-631 limits assumed): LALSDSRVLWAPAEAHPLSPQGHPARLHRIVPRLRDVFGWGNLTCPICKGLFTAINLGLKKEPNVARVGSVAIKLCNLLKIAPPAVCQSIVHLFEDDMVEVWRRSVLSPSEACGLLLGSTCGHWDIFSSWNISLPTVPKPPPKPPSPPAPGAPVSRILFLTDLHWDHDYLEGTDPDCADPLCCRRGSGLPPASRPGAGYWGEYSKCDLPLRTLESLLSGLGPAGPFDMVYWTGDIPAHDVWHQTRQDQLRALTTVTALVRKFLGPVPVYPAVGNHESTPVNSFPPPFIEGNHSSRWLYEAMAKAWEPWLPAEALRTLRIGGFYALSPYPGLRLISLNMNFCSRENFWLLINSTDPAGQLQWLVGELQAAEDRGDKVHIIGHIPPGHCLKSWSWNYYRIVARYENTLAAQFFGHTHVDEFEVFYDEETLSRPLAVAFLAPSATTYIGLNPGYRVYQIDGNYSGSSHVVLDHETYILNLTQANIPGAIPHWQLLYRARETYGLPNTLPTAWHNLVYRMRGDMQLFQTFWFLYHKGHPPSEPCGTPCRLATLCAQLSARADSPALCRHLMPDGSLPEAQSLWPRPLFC
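Human placenta-derived ASM preincubated with compound 10 min at room temperature, then reacted with 9 uM (final) fluorogenic HMU-PC substrate for 60 min at 37 C. Stop solution raises pH to 10; fluorescence read at Ex 386/Em 447 nm.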
PKM2 activator: activators of human pyruvate kinase M2. P14618. purified PKM2, Kinase-Glo ATP luminescence, activation; response scale: 0% is enzyme alone, no compound. Potency, µM (highest dose often 57.5 µM), for inactives: top-dose activation, usual class: activators. 0.34% of 260,000 active. AID 1631; further: potency means the concentration at half of the fitted maximal effect; on the % scale 0 is the no-effect control and ±100 the full control effect; nearly all actives have a fitted effect of over 55% in size
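Purified hPK-M2 (>95% pure) converted ADP (0.1 mM final) to ATP with 0.5 mM PEP in 50 mM imidazole pH7.2, KCl, MgCl2, Tween 20, BSA; 1 h at room temperature. ATP detected by Kinase-Glo luminescence.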
GALK inh: blocks human galactokinase activity; Potency, µM (series often up to 57.5 µM), for the others: at the highest dose activity change, negative = inhibition, actives largely listed as inhibitors; 0.007% of 270,000 active; P51570; AID 1868; Purified GALK, Kinase-Glo residual ATP luminescence; further: potency means the concentration at half of the fitted maximal effect; on the % scale 0 is the no-effect control and ±100 the full control effect
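Luminescence from leftover ATP (Ultra-Glo luciferase/luciferin) served as read-out after a 1 h room-temperature reaction of 5 nM GALK with 35 uM ATP and 100 uM galactose.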
Chronic BCR inh: blocks chronic active B-cell receptor signaling; ABC-DLBCL IkBa-CBG/CBR reporter, luminescence ratio, 4 h; Potency, µM (doses to about 46.1 µM), for the others: top-dose ratio change, negative = lower green/red ratio, actives largely listed as inhibitors; 0.05% of 340,000 active; AID 493014; active means well fitted inhibition curve with a large enough effect in the signal ratio, with a control signal flat, not every such curve was filed as active; inconclusive means small, poorly fitted or top-dose-only effect, or effect the other way, or a change in a side signal; the % refers to the signal ratio;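 further: potency means the concentration at half of the fitted maximal effect; plate controls were basal doxycycline-induced cells for no effect and cells given 10 µM MG132 for full effect; MG132 reads +100%, hits lower the ratio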
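Cell line TMD8 (human ABC DLBCL), stably expressing tet-inducible CBG68-IkBa fusion and CBR; IMDM/0.5% FBS; cpd up to 46 uM; dox induction, 4 h, 37C/5% CO2; dual luminescence; green/red ratio; MG132 control.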
B2AR arrestin: agonists driving beta-arrestin recruitment to human beta2-adrenergic receptor. beta-arrestin recruitment to beta2AR, cell-based reporter. 0.02% of 330,000 active. Potency, µM (titrated, usually from 46.1 µM), for the others: top-dose activation, actives largely listed as activators;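 further: potency means the concentration at half of the fitted maximal effect; 0% = DMSO controls and full agonism = EC100 isoproterenol or metaproterenol; nearly all actives have a fitted effect of over 65% in size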
Menin MLL FP TR: displaces Texas Red mutant MLL peptide from human menin | Potency, µM (titrated, usually from 61.6 µM), without a hit: at the highest dose FP activity change, negative = inhibition, usual class: inhibitors | 0.23% of 270,000 active | AID 1768 | Menin + Texas Red MLL mutant peptide, fluorescence polarization | O00255; active means well fitted inhibition curve with a large enough effect in the polarisation, with a control signal flat, not every such curve was filed as active; inconclusive means small, poorly fitted or top-dose-only effect, or effect the other way, or a change in a side signal; inactive means no such curve, though single readings can be large or run the other way; the % refers to the polarisation; further: potency means the concentration at half of the fitted maximal effect; % of control where 0% means no effect; many of its hits are not listed in these tables
a7 integrin act: activators of alpha7 integrin expression for muscular dystrophy | 0.064% of 350,000 active | alpha7betagal myoblasts, beta-gal FDG fluorescence, 48 h | AID 624291 | Potency, µM (doses to about 38.3 µM), for inactives: at the highest dose activation, usual class: activators;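 further: potency means the concentration at half of the fitted maximal effect; 100% = response of the positive control SU9516; nearly all actives have a fitted effect of over 60% in size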
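alpha7betagal+/- myoblasts (passage 13, 250/well) treated 48 h at 37C with compounds at 1:260 dilution of DMSO stock. Lysed, then beta-galactosidase activity read as FDG fluorescence (ex 480/em 540) after 30 min, with pre-read for autofluorescence.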
Tb PFK inh: blocks T. brucei phosphofructokinase. Potency, µM (series often up to 57.5 µM), without a hit: at the highest dose activity, negative = inhibition, hits mostly inhibitors. AID 485367. O15648. T. brucei PFK, ADP-Glo luminescence. 0.17% of 330,000 active;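 further: potency means the concentration at half of the fitted maximal effect; 0% = uninhibited 1x PFK enzyme wells and -100% = no-enzyme wells; nearly all actives have a fitted effect of over 60% in size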
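In TEA buffer at pH 8.0 with 5 mM MgCl2, enzyme (1.25 nM) converted F6P (0.5 mM) and ATP (0.1 mM) for 45 min at room temperature. ADP product was read by luciferase luminescence.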
Coupling enz: inhibits coupling enzyme system, counter-screen for aldolase hits; AID 2472; coupling enzyme system counterscreen, AmpLite Red fluorescence; activity change, negative = inhibition, % at 58.2 µM, hits read low; 0.67% of 290,000 active; in the data active means activity change below about -30%; further: on the % scale 0 is the no-effect control and ±100 the full control effect
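Activity here indicates interference with the coupling reaction, not aldolase inhibition. Compounds at 57.5 uM final met coupling enzymes for 10 min at RT; substrate and AmpLite Red detection followed, with a 525/598 nm fluorescence read after 20 min.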
PTAP TSG101 blk: blocks PTAP/TSG101 interaction to inhibit HIV-1 budding; 340,000 tested, under 10 active; Fluorescence polarization, FITC-PTAP peptide / Tsg101 binding; Potency, µM (titrated, usually from 115 µM), inactives show top-dose activity change, negative = inhibition, most hits filed as inhibitors; Q99816; active means well fitted inhibition curve with a large enough effect in the main read-out, with a control signal flat, not every such curve was filed as active; inconclusive means small, poorly fitted or top-dose-only effect, or effect the other way, or a change in a side signal; inactive means no such curve, though single readings can be large or run the other way; further: potency means the concentration at half of the fitted maximal effect; % of control where 0% means no effect
Target sequence (Q99816 whole entry, looked up): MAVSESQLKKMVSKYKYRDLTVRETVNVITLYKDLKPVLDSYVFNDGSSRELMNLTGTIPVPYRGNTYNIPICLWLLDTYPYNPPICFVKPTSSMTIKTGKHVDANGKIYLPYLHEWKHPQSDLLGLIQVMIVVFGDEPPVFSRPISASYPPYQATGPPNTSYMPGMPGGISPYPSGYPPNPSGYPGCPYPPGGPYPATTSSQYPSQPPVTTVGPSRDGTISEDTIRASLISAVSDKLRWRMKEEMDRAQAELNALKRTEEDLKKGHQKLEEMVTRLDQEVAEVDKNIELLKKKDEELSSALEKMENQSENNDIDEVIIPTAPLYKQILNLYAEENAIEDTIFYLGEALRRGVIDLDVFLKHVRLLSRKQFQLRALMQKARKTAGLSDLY
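Fluorescence polarization binding of Tsg101 binding domain (10 uM final) to FITC-labeled PTAP peptide (50 nM final) in HEPES pH 7.5 buffer with NaCl, Tween 20, EDTA, TCEP. Compounds added before peptide; binding 20 min at RT.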
Giardia kill: kills Giardia lamblia; AID 540267; 0.15% of 340,000 active; Giardia lamblia trophozoite viability; activity change, % at 7.66 µM, hits read low; in the data active means activity change below about -80%; inconclusive means between about -30% and that limit;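 further: parasites exposed to compound for two days anaerobically before the ATP read; on the % scale 0 is the no-effect control and ±100 the full control effect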
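Killing of trophozoites was scored by loss of ATP luminescence after a 48 hrs anaerobic exposure to compounds at 37 deg C, using 100 cells per well.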
The depositor's hits bear a star; i = inactive; ? = inconclusive; . = no result given; [ ] = another dose, or the depositor's remark. Unless noted, the call rests on the fitted dose curve; in most records, active means well fitted curve in the direction sought with a large enough effect; inconclusive means small, poorly fitted or top-dose-only effect, or another doubt; inactive means no such curve, though single readings can be large; an effect the other way counts as inactive or inconclusive. Some of the compounds tested; count on the stated rates, not on these rows.

SMILES	S-ASM inh	PKM2 activator	GALK inh	Chronic BCR inh	B2AR arrestin	Menin MLL FP TR	a7 integrin act	Tb PFK inh	Coupling enz	PTAP TSG101 blk	Giardia kill
CCS(=O)(=O)c1nc(S(=O)(=O)c2ccc(C)cc2)c(N2CCC(O)CC2)s1	0%	.	-1%	-15%	0.1%	.	-34%	-3%	.	-6%	-1
COc1ccccc1CNC(=O)C1CSC2(C)CCC(=O)N12 (stereo not drawn)	4%	.	.	0%	-0.2%	.	10%	4%	.	-5%	2
CCn1c(C(=O)N2CCC(C(=O)NCc3cccs3)CC2)cc2sccc21	-1%	4%	2%	?	0.2%	-1%	0%	1%	-1	-1%	-28
CCOC(=O)c1c(-c2ccc(Cl)cc2)c(C#N)c(=O)n(N)c1N	6%	-14%	-2%	?	-0.1%	18%	-9%	-3%	2	1%	-9
COc1cccc(-c2cc(C(F)(F)F)n3ncc(C(=O)N4CCc5ccccc5C4)c3n2)c1	4%	2%	-1%	1%	0.0%	-22%	-13%	5%	1	-3%	3
Cc1cc(C)c(S(=O)(=O)c2ccccc2)c(N2CCOCC2)n1	3%	0%	1%	1%	0.2%	-11%	24%	-2%	-1	0%	-12
CC1CCN(C(=O)CN(Cc2ccc(Cl)cc2)S(C)(=O)=O)CC1	4%	-1%	-5%	0%	-0.1%	-4%	?	5%	0	-6%	10
CN(Cc1cccnc1)C(=O)CNC(=O)COc1ccccc1	-4%	1%	13%	-11%	0.1%	3%	-25%	-12%	1	-1%	6
CCOC(=O)c1ccccc1NC(=S)N1CCC(C)CC1	-2%	-1%	2%	5%	-0.5%	7%	-18%	1%	3	1%	13
Nc1nnc(-c2cccc(F)c2)s1	-1%	0%	0%	?	-0.6%	.	?	-4%	2	0%	5
Cc1ccsc1C(=O)OCC(=O)Nc1cccc(S(=O)(=O)N2CCOCC2)c1	0%	3%	1%	?	-0.2%	0%	17%	-5%	5	-4%	4
CCCC1=C([O-])C2N=CC=CC2=[N+](c2ccccn2)C1=O (stereo not drawn)	2%	-2%	1%	1%	-0.5%	3%	26%	2%	2	2%	11
CC(NC(=O)C1CC1)C(c1cccs1)N1CCOCC1 (stereo not drawn)	5%	-5%	-2%	2%	-0.5%	.	7%	-15%	2	-4%	6
CCOC(=O)c1c(C)nc(C)c(C(=O)OCC)c1-c1ccc(O)c(OC)c1	-3%	1%	-1%	-19%	-0.2%	-11%	6%	-2%	2	1%	-8
CC(C)N(C(=O)CN1C(=O)NC(c2ccccc2)(c2ccccc2)C1=O)C(C)C	3%	0%	9%	-12%	-0.2%	-8%	10%	0%	4	-3%	8
CC1CN(S(=O)(=O)c2ccc(C(=O)Nc3nccs3)cc2)CC(C)O1 (stereo not drawn)	-2%	0%	5%	1%	0.1%	.	7%	2%	2	-1%	-8
COc1cccc(-n2c(=O)c3sccc3n(CC(=O)NCC3CCCO3)c2=O)c1 (stereo not drawn)	-1%	.	-2%	?	0.1%	15%	-1%	0%	0	-3%	38[activator]
Cc1c(NC(=S)NC(=O)CSc2ccc(Cl)cc2)cccc1C(=O)O	-3%	-3%	1%	1%	0.6%	-1%	0%	1%	13	-2%	13
CN(C)CCOC(=O)CCc1ccccc1	-2%	-1%	-2%	3%	0.1%	9%	18%	0%	0	-1%	-1
CCOC(=O)C1(CCOc2ccccc2)CCN(Cc2ccc(C(=O)OC)cc2)CC1	3%	0%	1%	-10%	-0.7%	-15%	-39%	1%	0	1%	-9
N/C(=N\S(=O)(=O)c1cc(C(F)(F)F)cc(C(F)(F)F)c1)c1ccncc1	.	2%	-6%	2%	-1.0%	.	17%	1%	.	-3%	9
Cc1cccc(Nc2c([N+](=O)[O-])ccc3nonc23)c1C	-2%	.	2%	-2%	-0.1%	32%[activator]	14%	0%	2	-7%	-6
CCCCNC(=O)CN1C(=O)c2cccc(N)c2C1=O	323%[activator]	4%	-1%	5%	-0.9%	12%	7%	8%	2	-16%	?
CC(C)n1c(SCC(=O)Nc2nncs2)nnc1C1CC1	5%	0%	-3%	0%	0.6%	.	-15%	-6%	.	-6%	-9
c1ccc(C2CC(c3ccccc3)n3ncnc3N2)cc1 (stereo not drawn)	6%	-5%	0%	-1%	-1.0%	-13%	20%	0%	1	-8%	-20
O=C(O)CCn1cc(/C=C2\NC(=S)N(c3ccccc3)C2=O)c(-c2ccc(Br)cc2)n1	-6%	1%	-3%	?	0.0%	?	-16%	-1%	12	-1%	-22
COc1ccc2c(c1)cc(C)c1nnc(SCC(=O)N(C)c3nc(-c4ccccc4)cs3)n12	-8%	0%	-1%	-2%	0.4%	4%	7%	0%	5	-4%	11
O=C(c1cc2ccccc2o1)N1CCN(S(=O)(=O)c2ccccc2)CC1	.	.	.	0%	-0.6%	.	0%	-7%	.	6%	2
COc1ccc(N2CC(NC(=O)c3cccc4ccccc34)CC2=O)cc1OC (stereo not drawn)	.	.	.	3%	-0.8%	.	-15%	-6%	.	-2%	4
Cc1ccc(CNC(=O)c2cc(S(=O)(=O)N3CCCC3)cn2C)cc1	0%	0%	.	0%	-0.2%	6%	18%	-4%	-1	-10%	30[activator]
CCCCN1C(=O)C(=O)N(CC(=O)Nc2cc(S(=O)(=O)N(C)C)ccc2C)C1=O	0%	.	.	6%	-0.3%	.	7%	-7%	.	-5%	12
O=C1CCN(CCc2ccccc2)CCN1[C@H](CSc1ccc(Br)cc1)Cc1ccccc1	-11%	3%	4%	-7%	0.0%	.	-36%	3%	0	.	1
Cc1cccc(C(=O)n2c(=S)nc3ccccn32)c1	-3%	-39%	5%	?	0.1%	1%	-19%	-1%	1	-9%	?
Cc1onc(-c2c(F)cccc2Cl)c1C(=O)NC(=S)NC1CCS(=O)(=O)C1 (stereo not drawn)	4%	0%	-2%	-4%	0.1%	10%	15%	-4%	2	1%	2
O=C(NCCCNc1ccc([N+](=O)[O-])cc1)C(F)(F)F	-5%	5%	.	1%	-2.5%	5%	-5%	?	0	0%	-14
COc1ccc2c(C)nc(N/C(N)=N/S(=O)(=O)c3ccc(C)cc3)nc2c1	-11%	3%	0%	-1%	-0.1%	-1%	?	4%	3	-6%	11
O=c1[nH]n(CCO)c(=O)c2cccnc12	-2%	5%	3%	5%	-0.1%	.	20%	-5%	1	-2%	-12
CNC(=O)C(C)N1c2cccc3cccc(c23)S1(=O)=O (stereo not drawn)	36%[activator]	2%	2%	-2%	-0.5%	-7%	12%	0%	-2	-1%	-15
O=C(N/N=C/c1ccc2c(c1)OCO2)c1ccn(Cc2ccc(Cl)cc2)n1	.	.	-7%	?	0.1%	.	24%	1%	.	-7%	-6
CCCn1c(N)c(N2CCCCC2)c(=O)n(CC(=O)Nc2cccc(S(=O)(=O)N(C)C)c2)c1=O	1%	.	.	-3%	-0.2%	.	11%	9%	.	-4%	-27
c1ccc2c(c1)C(=Nn1cnnc1)c1ccccc1-2	0%	5%	0%	10%	-0.1%	-7%	9%	-8%	-2	-5%	-1
O=[N+]([O-])c1ccc(N/N=C2/CCCCC2c2ccccn2)cc1 (stereo not drawn)	-1%	8%	0%	?	-0.5%	24%	-16%	-9%	-5	-3%	-10
O=[N+]([O-])c1[nH]cnc1/C=C/c1ccccc1	-2%	0%	.	4%	-0.5%	.	-27%	2%	1	-3%	?
CCNc1nc(NCc2ccccc2)nc(Oc2ccc(=O)[nH]n2)n1	2%	2%	-3%	?	-0.2%	?	1%	-2%	0	-5%	13
CCOC(=O)c1nc(Nc2cc(Cl)ccc2OC)c2ccccc2n1	-3%	.	-2%	0%	0.0%	?	-8%	-3%	0	-3%	-10
CC(=O)N(C1=C(N2CCOCC2)C(=O)c2ccccc2C1=O)c1ccc(C(=O)O)cc1	0%	-1%	1%	?	0.1%	.	5%	1%	-54*	-6%	10
COc1ccc(-c2cn3cccnc3n2)cc1	i	-6%	4%	0%	-0.2%	0%	-18%	-5%	1	-1%	3
O=C1c2[nH]nc(-c3ccccc3O)c2C(c2ccccc2F)N1Cc1ccco1 (stereo not drawn)	-21%	8%	-1%	6%	2.8%	15%	-12%	18%	0	-3%	12
O=[N+]([O-])c1ccc(N2CCCCCC2)c([N+](=O)[O-])c1	-9%	6%	0%	5%	-0.1%	8%	27%	6%	-1	-7%	-10
CCNC(=O)C(=O)Nc1cc2c3c(c1)CCN3C(=O)CC2	2%	.	0%	4%	0.2%	.	?	1%	.	-8%	-23
O=c1c2ccccc2ncn1CCOCCOc1ccc([N+](=O)[O-])cc1	1%	0%	4%	2%	-0.1%	7%	2%	-4%	2	-8%	-1
